PPARg SRC3 recr = promotes SRC-3 coactivator recruitment by human PPARgamma | biochemical PPARgamma/SRC-3 coactivator recruitment assay | P37231 | activation, % at 8 µM | AID 731 | 200,000 compounds, 0.26% hits; in the data active = activation above about 23%;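 also: 0% = DMSO and 100% = reference agonist; some compounds past the cut are filed as inactive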
Target sequence (P37231 whole entry, looked up): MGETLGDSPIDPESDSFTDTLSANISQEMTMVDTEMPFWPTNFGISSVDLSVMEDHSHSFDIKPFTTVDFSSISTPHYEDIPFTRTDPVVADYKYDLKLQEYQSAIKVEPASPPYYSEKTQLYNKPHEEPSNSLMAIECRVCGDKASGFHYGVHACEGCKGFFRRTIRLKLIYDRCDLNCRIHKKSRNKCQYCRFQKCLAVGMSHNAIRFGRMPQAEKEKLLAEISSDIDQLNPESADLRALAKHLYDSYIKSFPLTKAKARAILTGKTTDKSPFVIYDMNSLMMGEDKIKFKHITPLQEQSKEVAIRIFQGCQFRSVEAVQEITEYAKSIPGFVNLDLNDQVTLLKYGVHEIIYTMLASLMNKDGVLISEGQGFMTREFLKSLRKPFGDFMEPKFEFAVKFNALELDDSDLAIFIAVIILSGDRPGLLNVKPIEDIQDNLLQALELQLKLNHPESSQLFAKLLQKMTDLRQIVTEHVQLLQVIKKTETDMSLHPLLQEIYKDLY
STAT3 inh = reduces IL-6 driven STAT3 reporter signal. U3A cells, IL-6 STAT3-luciferase reporter, luminescence; host cell line lacks STAT1. inhibition, % at 5.5 µM. 190,000 compounds, 0.89% hits;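 active = inhibition above the mean inhibition across all screened compounds plus 3 SD, cut at about 44% in these data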;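 also: 0% = DMSO only wells and 100% = 100 µM nifuroxazide control wells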
RAM network inh = inhibitors of the yeast RAM network. AID 868. inhibition, % at 50 µM. 190,000 compounds, 1.8% hits. S. cerevisiae dse1pr::URA3 reporter, 5-FOA growth OD615, 2 d; analog-sensitive cbk1-as2 kinase mutant strain;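 active = inhibition above a set limit, 3 SD over mean compound inhibition, cut at about 8.4% in these data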;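 also: 0% = DMSO-only wells with no growth and 100% = 10 µM 1-NA-PP1 full growth; inhibition rescues growth on 5-FOA so higher OD means more RAM inhibition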
TLR4-MyD88 BLA = blocks binding of human TLR4 to MyD88. inhibition, % at 8.4 µM. 200,000 compounds, 0.18% hits. O00206+Q99836. HeLa CL3-4 TLR4/MyD88 BLA complementation, FRET ratio; in the data active = inhibition above about 25%;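 also: 0% = vehicle and 100% = reference inhibitor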
PPARg SRC-2 ag = PPARgamma-driven SRC-2 recruitment agonism. 200,000 compounds, 0.34% hits. activation, % at 8 µM. P37231. PPARgamma LBD-SRC-2 recruitment, biochemical; in the data active = activation above about 22%;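 also: 0% = vehicle and 100% = reference agonist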
STAT3 act = increases IL-6 driven STAT3 reporter signal. activation (% of control), % at 5.6 µM. U3A cells, IL-6 STAT3-luciferase reporter, luminescence; 100% = signal with IL-6 EC80 alone. 190,000 compounds, 0.91% hits;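 active = activation above the screen-wide mean of compound activation plus 3 SD, cut at about 130% in these data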;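 also: 0% = background luminescence of wells with medium and substrate only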
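Material: human STAT1-deficient U3A cells with stable STAT3-luciferase reporter / Probe or stimulus: IL-6 stimulus at 33 ng/mL final / Schedule: 1 h compound pre-exposure, 6 h IL-6 stimulation, 37 °C / Technique: luminescence / Read-out basis: percent of IL-6-only median luminescence / Control set: IL-6-only high control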
STAT1 blocker = STAT1 signaling inhibition; NIH 3T3 STAT1-luciferase reporter, IFN-gamma, luminescence; inhibition, % at 5.5 µM; 200,000 compounds, 0.35% hits; AID 920;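 active = inhibition above a set limit, the mean inhibition across all tested compounds plus 3 SD, cut at about 34% in these data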;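 also: 0% = IFN-gamma with DMSO and 100% = IFN-gamma with 300 µM nifuroxazide; values of inactives mirror those of a sister screen read the other way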
PPARg SRC-1 ag = promotes SRC-1 coactivator recruitment by human PPARgamma; P37231; PPARgamma-SRC-1 coactivator recruitment biochemical assay; activation, % at 8 µM; 200,000 compounds, 0.41% hits; in the data active = activation above about 19%;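 also: 0% = DMSO and 100% = reference agonist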
S1P3 antag = S1P3 (human) receptor antagonism | 170,000 compounds, 0.27% hits | Q99500 | inhibition, % at 4.98 µM | CHO S1P3 NFAT-BLA reporter, FRET fluorescence, antagonist mode;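 active = inhibition above the plate cutoff, the mean inhibition of test wells on that plate plus 3 SD, cut at about 28% in these data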;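 also: cells challenged with S1P at its EC80 of 0.8 µM; blue over green emission ratio from cleaved BLA substrate after 4 h stimulation; 0% = S1P-stimulated wells and 100% = unstimulated DMSO-only wells; some compounds past the cut are filed as inactive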
ROMK primary = modulates human ROMK potassium channel activity. 130,000 compounds, 2% hits. P48048. Tet-inducible ROMK, thallium flux fluorescence; actives lie on both sides. B-score at 10 µM;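 active = signal ratio slope over the read window, or its plate-corrected B-score, at least 3 SD from the plate mean, either direction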;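 also: B-score of the F/F0 ratio slope over 7 to 12 s after thallium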
Target sequence (P48048 whole entry, looked up): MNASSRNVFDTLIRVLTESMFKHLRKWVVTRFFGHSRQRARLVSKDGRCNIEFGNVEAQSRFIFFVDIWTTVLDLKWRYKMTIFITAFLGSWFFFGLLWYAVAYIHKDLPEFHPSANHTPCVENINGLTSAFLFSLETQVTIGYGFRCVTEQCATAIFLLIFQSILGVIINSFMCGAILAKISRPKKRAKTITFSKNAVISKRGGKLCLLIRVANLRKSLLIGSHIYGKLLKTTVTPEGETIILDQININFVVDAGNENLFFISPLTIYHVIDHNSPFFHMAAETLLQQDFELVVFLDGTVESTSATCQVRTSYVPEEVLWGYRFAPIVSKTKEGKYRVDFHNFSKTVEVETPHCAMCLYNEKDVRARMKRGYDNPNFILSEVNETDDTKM
TR-FRET SRC-2 ct = TR-FRET artefact, counter-screen to PPARgamma/SRC-2 agonist assay. stronger effect = higher value. 200,000 compounds, 0.4% hits. TR-FRET ratio at 8 µM. AID 1049; in the data active = TR-FRET ratio above about 2000; also: inactives centre near 1500
An asterisk follows results filed as active; . = not tested or not shown.

SMILES	PPARg SRC3 recr	STAT3 inh	RAM network inh	TLR4-MyD88 BLA	PPARg SRC-2 ag	STAT3 act	STAT1 blocker	PPARg SRC-1 ag	S1P3 antag	ROMK primary	TR-FRET SRC-2 ct
Cn1c(N)c(C(=O)COC(=O)c2ccccn2)c(=O)n(C)c1=O	3	-7	1.3	15	-4	105	-7	0	-8	0.13	1450
O=C(CN1CCN(Cc2cccc(Cl)c2)C1=O)NCc1cccs1	0	7	-0.9	1	5	105	4	-10	8	1.7	1455
CC1(C)CC(=O)c2sc(NC(=O)C3CC3)nc2C1	14	18	1.0	-2	10	92	4	2	1	.	1759
CC1(C)Cc2c(c(=S)nc(-c3ccccc3)n2CCO)CO1	-3	5	2.0	8	0	98	3	8	-7	.	1691
O=S(=O)(NCc1ccco1)c1ccc(S(=O)(=O)N2CCCC2)cc1	6	1	2.1	5	-5	102	6	1	-20	.	1499
N/C(=N\OC(=O)C1CCCCC1)c1cccc([N+](=O)[O-])c1	-2	-11	-0.1	-11	2	119	-18	5	.	.	1484
CCOC(=O)CNC(=S)N(Cc1ccccc1)Cc1ccccc1F	6	0	7.4	-17	1	102	-3	9	-4	-0.74	1694
CCOc1ccccc1C1CC(=O)NC2=C1C(=O)CCC2 (stereo not drawn)	5	12	1.0	4	0	93	-1	1	-27	4.7*	1548
COC(=O)CSc1nnc(CNC(=O)Cc2ccccc2)n1-c1ccccc1OC	12	11	-0.1	-6	8	96	-6	-4	-4	.	1762
COc1cc(C(=O)N2C(=O)c3cccc(N)c3C2=O)cc(OC)c1OC	5	15	3.9	8	1	95	-7	12	3	-0.18	1691
CN1N=C(c2ccc(Cl)cc2)CC(c2ccc(Cl)cc2)C1=O (stereo not drawn)	4	4	1.6	5	6	100	3	6	14	-1.8	1643
CCOC(=O)c1c(C)[nH]c(C=C2C(=O)CCCC2=O)c1O	5	5	0.0	7	6	96	-2	1	2	.	1604
CCOc1cc2[nH]c(=S)n(CCCN3CCOCC3)c(=O)c2cc1OCC	-2	3	1.9	-3	0	101	-11	-3	.	0.16	1516
NS(=O)(=O)c1ccc(NC(=S)NC2CCCCCC2)cc1	1	-10	0.7	-17	0	107	-8	5	0	-1.1	1625
c1nc(NCCN2CCOCC2)c2sc3nc(N4CCOCC4)c4c(c3c2n1)CCC4	0	7	4.1	7	-8	98	-5	-11	.	-0.65	1522

Overlap with the part before: three compounds, followed by the next part.
SMILES	PPARg SRC3 recr	STAT3 inh	RAM network inh	TLR4-MyD88 BLA	PPARg SRC-2 ag	STAT3 act	STAT1 blocker	PPARg SRC-1 ag	S1P3 antag	ROMK primary	TR-FRET SRC-2 ct
CCOc1cc2[nH]c(=S)n(CCCN3CCOCC3)c(=O)c2cc1OCC	-2	3	1.9	-3	0	101	-11	-3	.	0.16	1516
NS(=O)(=O)c1ccc(NC(=S)NC2CCCCCC2)cc1	1	-10	0.7	-17	0	107	-8	5	0	-1.1	1625
c1nc(NCCN2CCOCC2)c2sc3nc(N4CCOCC4)c4c(c3c2n1)CCC4	0	7	4.1	7	-8	98	-5	-11	.	-0.65	1522
c1ccc(Cn2ncc3c(NCc4ccco4)ncnc32)cc1	-1	8	0.2	-4	5	99	6	2	-2	-0.55	1525
O=C(CN(Cc1ccccc1F)S(=O)(=O)c1ccc(Cl)cc1)NCCCO	7	17	-0.5	6	5	92	-3	9	-7	.	1714
O=C(O)CCCCCNC(=O)c1ccncc1	-1	7	2.4	3	-2	96	14	8	-2	.	1628
O=C(C1CCCN(Cc2ccncc2)C1)N1CCc2ccccc2C1 (stereo not drawn)	-6	4	-0.7	-2	-2	102	6	3	17	.	1553
OCCn1c(SCCOc2ccccc2)nc2ccccc21	6	-4	1.9	-12	-2	104	-15	2	.	-0.38	1545
CCOC(=O)c1c(C)[nH]c(C)c1C(=O)COC(=O)/C=C/c1ccc(OC(F)F)cc1	2	-10	7.7	-8	10	107	1	4	-6	.	1750
CCOc1ccc(Cn2c(=O)oc3ccc(C)cc32)cc1OC	-7	17	2.5	13	-3	89	8	3	30	-0.18	1412
CCc1cccc(NC(=O)CCS(=O)(=O)c2cccc3nonc23)c1	-6	1	0.6	1	1	104	-1	2	.	.	1568
CCn1c(/C(C#N)=N/O)nc2ccccc21	3	-4	1.5	4	0	102	7	1	-21	-0.73	1592
CC(O)CCC(=O)NNC(=S)Nc1ccccc1 (stereo not drawn)	-1	3	-0.9	7	-2	99	-22	1	-10	0.39	1450
O=C(O)c1cccc(S(=O)(=O)Nc2ccc(S(=O)(=O)N3CCOCC3)cc2)c1	5	4	0.9	-13	0	104	-3	11	-1	-0.59	1554
CCc1cccc(C)c1NC(=O)C1CC=CCC1C(=O)O (stereo not drawn)	1	14	2.0	-11	-5	94	4	-6	5	-1.1	1609
CC1(C)CC(=O)C(C=NCCN2CCN(C3CC(=O)N(c4cccc(Br)c4)C3=O)CC2)=C(O)C1 (stereo not drawn)	7	8	1.4	-2	0	101	-10	-1	8	1.1	1634
CCN(CC(=O)NC1CCS(=O)(=O)C1)S(=O)(=O)c1ccc(C)c(C)c1 (stereo not drawn)	3	7	1.4	-13	1	92	8	4	-6	-0.52	1600
CN(C)c1ccc(N=Cc2nc(-c3ccccc3)oc2OC(=O)c2ccccc2)cc1	3	-22	3.5	7	4	115	-21	0	9	.	1681
CCc1ccc2[nH]c(=O)c(CN(CCCO)C(=O)NCc3ccccc3)cc2c1	7	5	0.9	-6	6	96	10	7	.	-1.2	1656
Cc1cc(NC(=O)CCC(=O)N(c2ccccc2)C(C(=O)NCC2CCCO2)c2cccnc2)no1 (stereo not drawn)	6	-18	0.7	0	-3	120	2	-6	-35	.	1661
COc1ccc(CCNC(=O)CSc2nc3c(c(=O)n(C)c(=O)n3C)n2C)cc1OC	1	1	0.4	-2	1	102	3	1	.	0.14	1455
COc1ccc(/C=C/C(=O)c2ccc(C)c([N+](=O)[O-])c2)cc1O	-1	2	-0.1	8	-6	95	2	-2	-2	.	1439
Cc1cc(C)c(Cn2ncn(-c3ccc(Br)cc3)c2=O)c(C)c1	-2	3	3.5	9	-2	103	-4	-2	-10	-0.78	1428
CN(C)c1ccc(C(=O)OCC(=O)N2CCCCCC2)cc1	3	6	1.7	1	3	96	-25	-1	-7	-0.94	1637
Cc1ccc(C(=O)CSc2nc(-c3ccccc3)ccc2C#N)cc1	1	0	4.1	6	5	98	1	9	5	0.12	1714
O=c1[nH]c(/C=C/c2ccccc2OC(F)F)nc2c1cnn2-c1ccccc1	4	9	2.3	-8	4	91	-7	13	6	0.23	1554
NC(CC(=O)O)c1cccc(OCc2ccccc2)c1 (stereo not drawn)	-2	6	0.6	-4	5	101	2	12	-50	.	1561
Cc1cccc(OCCOc2ccc(/C=N/NC(=O)Cc3nnc(N)s3)cc2)c1	-2	-17	1.9	-13	-1	120	1	-6	.	.	1519
CCOC(=O)c1cnc(-c2ccccc2)nc1N(C)C	13	-87	0.0	-6	9	173*	-18	5	.	.	1678
Cc1ccc(C(=O)C(C)OC(=O)c2ccccc2[N+](=O)[O-])cc1 (stereo not drawn)	2	-14	2.8	-18	12	109	-91	5	-19	-0.036	1768
C/C(=N\N=C(N)N)c1ccc(Cl)c(Cl)c1	1	16	2.4	6	5	92	1	2	-22	-2.6	1554
O=C(O)CCc1ccc(-c2ccc(F)cc2)n1NC(=O)c1ccco1	7	5	0.8	-11	8	101	-4	9	-8	.	1406
CC(=O)C1C(=O)CC(C)(O)C(C(C)=O)C1c1ccc(N(C)C)cc1 (stereo not drawn)	11	6	-0.3	2	-1	97	2	3	13	.	1502
CCn1c(-c2ccc3[nH]c(C)c(C)c3c2)n[nH]c1=S	-13	25	1.0	6	-3	87	-7	0	14	.	1508
Cc1nn(Cc2c(Cl)cccc2Cl)c(C)c1N	-4	12	0.6	-9	-1	93	-4	-2	.	1.3	1513
COc1ccc(-c2noc(COc3ccc(C)c(C)c3)n2)cc1OC	14	-4	0.3	-8	2	107	0	2	-11	.	1744
COC(=O)c1ccc(CSc2n[nH]c(C)n2)o1	0	-5	1.4	-5	-1	102	-2	-1	3	0.088	1726
Cc1cc(C(=O)CN2C(=O)NC(c3ccccc3)(c3ccccc3)C2=O)c(C)n1Cc1ccccc1	6	5	7.0	5	-3	98	-2	10	.	.	1670
COc1ccccc1NC(=O)Cc1csc(NC(=S)Nc2ccc(C)cc2)n1	16	20	6.0	10	8	89	0	2	.	0.6	1665
COc1cccc(C2CC(c3cccs3)Nc3ncnn32)c1 (stereo not drawn)	8	-5	0.0	7	-1	108	5	6	5	.	1625
CCc1ccc(OCC(=O)N(C)CCC#N)c(Br)c1	6	2	-0.3	-8	2	101	3	1	20	-1.2	1602
CSc1nc2c(cc1C#N)C(=O)CC(C)(C)C2	2	9	0.3	0	-2	97	-4	0	8	-0.27	1706
Cc1nnc(N2C(=O)c3cccc4cccc(c34)C2=O)s1	-7	9	1.9	3	0	97	-1	-5	.	-0.36	1390
NC(=O)CN1C(=O)C2C3C=CC(C3)C2C1=O (stereo not drawn)	-6	9	0.8	-19	1	99	-9	0	8	1	1507
CCC(NC(=O)c1ccccc1NC(=O)c1ccco1)C(=O)NC1CCCCC1 (stereo not drawn)	12	5	0.1	-19	25*	98	1	11	12	.	2076*
CCO[C@@H]1OC(C(=O)N2CCN(Cc3ccccc3)CC2)=C[C@H](C)[C@H]1CCCO	0	.	0.5	-5	8	.	8	-9	9	.	1429
Cc1c(=O)n(OCc2ccccn2)c2ccccc2[n+]1[O-]	5	15	1.1	-2	9	87	-4	6	-36	-0.053	1786
CCc1nc2ccccc2c(NC(=O)CN2CC(C)CC(C)C2)c1C (stereo not drawn)	4	7	2.8	0	-2	96	13	-3	9	-0.83	1671
CN1CCN(C(=O)/C=C/c2ccc([N+](=O)[O-])cc2)CC1	-3	-2	-0.5	0	-6	105	-15	2	-2	1.4	1508
Cc1ccc(C(=O)NC2CCN(S(=O)(=O)c3ccc(C)cc3)CC2)cc1	8	27	3.8	-4	0	82	-7	7	-9	0.95	1714
O=C(COc1ccc(Cl)cc1)NCc1nnc(SCC(=O)N2CCCCC2)o1	2	-6	1.9	4	3	105	0	-1	.	-1.1	1528
CN1CCN(CCCNC(=O)c2cc3c(-c4ccc(Cl)cc4)nn(C)c3s2)CC1	-2	-76	-0.6	-3	-4	173*	12	4	-19	.	1614
O=C(NC1CCCCC1)C(c1ccco1)N(Cc1cccs1)C(=O)Cn1nnc2ccccc21 (stereo not drawn)	0	17	.	-9	1	93	12	-1	31	.	1520

Screening results (PubChem BioAssay)

Rows were taken by chance; overall some 5.6% were active at least once.
